GLD-1 TGE inh = GLD-1-TGE RNA interaction inhibition (C. elegans) | Q17339 | purified GLD-1 + fluorescein TGE RNA, fluorescence polarization | inhibition, % at 5.96 µM | 320,000 compounds, 0.44% hits;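 active means percent inhibition above a per-plate cutoff, the plate mean of test compounds plus 3 SD, cut at about 30% in these data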;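 further: 0% = DMSO wells with GLD-1 and probe and 100% = wells lacking GLD-1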
Target sequence (Q17339 whole entry, looked up): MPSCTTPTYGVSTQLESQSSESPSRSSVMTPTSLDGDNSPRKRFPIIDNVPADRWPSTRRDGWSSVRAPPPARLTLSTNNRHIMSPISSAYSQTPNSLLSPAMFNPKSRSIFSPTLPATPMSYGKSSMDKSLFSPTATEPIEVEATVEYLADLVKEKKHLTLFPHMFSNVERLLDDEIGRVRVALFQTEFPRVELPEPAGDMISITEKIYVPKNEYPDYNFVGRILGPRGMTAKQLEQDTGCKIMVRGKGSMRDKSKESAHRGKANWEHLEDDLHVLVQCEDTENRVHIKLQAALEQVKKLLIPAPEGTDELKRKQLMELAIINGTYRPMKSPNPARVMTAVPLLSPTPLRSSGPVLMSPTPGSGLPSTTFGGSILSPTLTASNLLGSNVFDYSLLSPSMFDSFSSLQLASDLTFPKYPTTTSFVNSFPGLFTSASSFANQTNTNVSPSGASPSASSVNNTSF
Bcl-xL primary = Bcl-xL (human) inhibition | GST-Bcl-xL / FITC-Bim BH3 peptide fluorescence polarization | 320,000 compounds, 0.7% hits | inhibition, % at 10.9 µM | Q07817;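 active means inhibition above the mean of all tested compounds plus 3 SD, cutoff set per campaign, cut at about 30% in these data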;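 further: 0% = DMSO wells and 100% = unlabeled Bim-BH3 peptide competitor; inhibitors lower millipolarization by displacing the labeled peptide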
Target sequence (Q07817 whole entry, looked up): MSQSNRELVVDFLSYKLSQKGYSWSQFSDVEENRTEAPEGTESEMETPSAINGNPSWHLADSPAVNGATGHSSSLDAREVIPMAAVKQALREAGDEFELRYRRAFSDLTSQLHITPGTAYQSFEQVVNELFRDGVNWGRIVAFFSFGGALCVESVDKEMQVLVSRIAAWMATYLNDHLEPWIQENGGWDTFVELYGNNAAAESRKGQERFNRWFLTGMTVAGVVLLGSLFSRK
VLA-4 inh = inhibition in a human VLA-4 binding assay. VLA-4 expressing cells, ligand binding flow cytometry. 330,000 compounds, 0.2% hits. AID 2557. inhibition, % (about 7 µM as worked out from the volumes in the protocol); in the data active means inhibition above about 50%
Efflux pump mplx = inhibitors of Candida antifungal efflux pumps expressed in yeast. S. cerevisiae Candida pump triplex, Nile Red efflux. 330,000 compounds, 0.44% hits. inhibition, % at 10 µM;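 active means plate passing quality check with inhibition over a set limit, or well fluorescence over plate mean plus 4 SD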;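 further: Nile Red retained in pooled yeast measured as flow cytometry median fluorescence; 0% = buffer negative control and 100% = Enniatin B positive control; higher means more Nile Red kept so more efflux inhibition; some compounds called inactive have numbers as strong as hits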
GRK2 aptamer HTS = inhibitors of human GRK2 displacing RNA aptamer. 330,000 compounds, 0.59% hits. bead flow cytometry, FAM-aptamer displacement from GRK2. AID 488847. inhibition of aptamer binding, % at 10 µM;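 active means inhibition of aptamer binding above 40%, roughly 3 SD of noise, on plates passing a quality check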;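 further: median bead fluorescence of bound FAM aptamer so fluorescent compounds give negative values; no value below 0 was filed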
MEX-5 binding = C. elegans MEX-5 TCR-2 RNA binding activity; 300,000 compounds, 0.38% hits; Q9XUB2; MEX-5/FITC-TCR2 RNA binding, fluorescence polarization; active compounds read low; activity score (negative = inhibition of binding), % at 10 µM;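 active means inhibition past about -25% in most replicates, and total fluorescence under double the plate's negative control median, limit read from the data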;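 further: 0% = DMSO and -100% = 5 µM competing unlabeled TCR2 RNA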
Fam108B inh = counter-screen for RBBP9 inhibitors: inhibitors of mouse Fam108B; recombinant Fam108B, FP-Rh probe fluorescence polarization; inhibition, % at 9.51 µM; AID 1947; 300,000 compounds, 0.33% hits;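 active means inhibition above the screen mean inhibition plus 3 SD, computed separately per campaign, cut at about 18% in these data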;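 further: inhibitors lower polarization as less probe binds the enzyme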
MCL1-BIM inh = inhibitors of human MCL1 binding to BIM-BH3 peptide. Q07820. GST-MCL1 / FITC-Bim-BH3 fluorescence polarization. inhibition, % at 10.9 µM. 320,000 compounds, 0.68% hits;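 active means inhibition above the mean inhibition of all tested compounds plus 3 SD, set per campaign, cut at about 40% in these data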;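 further: 0% = DMSO wells and 100% = unlabeled Bim-BH3 peptide control; higher means more loss of mP so more displacement of Bim peptide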
Target sequence (Q07820 whole entry, looked up): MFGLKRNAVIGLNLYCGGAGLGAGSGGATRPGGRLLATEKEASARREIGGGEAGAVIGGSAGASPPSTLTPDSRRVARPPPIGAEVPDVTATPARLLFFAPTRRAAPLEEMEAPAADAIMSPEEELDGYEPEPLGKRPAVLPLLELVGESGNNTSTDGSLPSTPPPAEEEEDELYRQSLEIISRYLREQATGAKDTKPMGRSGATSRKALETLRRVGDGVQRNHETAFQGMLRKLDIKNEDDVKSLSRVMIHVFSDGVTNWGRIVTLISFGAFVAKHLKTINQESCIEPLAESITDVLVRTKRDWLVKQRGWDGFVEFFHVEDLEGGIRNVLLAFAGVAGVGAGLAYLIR
PME-1 inh = blocks human protein phosphatase methylesterase 1; inhibition, % at 5.9 µM; recombinant PME-1, FP-Rh probe fluorescence polarization; 320,000 compounds, 0.53% hits; Q9Y570;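 active means inhibition above the campaign mean of all compounds plus 3 SD, cut at about 26% in these data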;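 further: competitive labeling of PME-1 active site by serine hydrolase directed probe; 0% = PME-1 with DMSO and 100% = wells lacking PME-1 enzyme; inhibitors block probe labeling so polarization falls and inhibition rises; many of its hits are not listed in these tables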
* = called active by the depositor; / = not tested or not shown. A portion of the library, so the mix of outcomes need not match the whole.

SMILES	GLD-1 TGE inh	Bcl-xL primary	VLA-4 inh	Efflux pump mplx	GRK2 aptamer HTS	MEX-5 binding	Fam108B inh	MCL1-BIM inh	PME-1 inh
O=C1CCN(CCCc2ccccc2)CCN1CCO	6	-2	26	-0.1	0	-4.0	-2	-8	1
CCc1nnc(NC(=O)c2cc(S(=O)(=O)N3CCCCC3)ccc2C)s1	4	3	1	0.1	4	/	/	1	-6
Cc1ccc(Cl)cc1-c1ccc(C=Nc2ccc(N3CCOCC3)cc2)o1	-4	2	9	-0.2	2	-0.2	2	1	1
Cc1ccc(C(C(=O)NC2CCCCC2)N(CCCN2CCOCC2)C(=O)c2snc(C(N)=O)c2N)cc1 (stereo not given)	4	7	2	-0.1	0	-1.6	0	3	8
C=CCn1cc(C(=O)NCc2ccco2)c(=O)c2cc(S(=O)(=O)N3CCCCCC3)ccc21	6	2	3	0.1	5	-4.3	-4	2	5
CCC/C(=N/NC(=O)c1cccc(Cl)c1)c1ccccc1	10	1	-2	-0.1	5	0.0	-3	-1	-13
COc1cccc(/C=N/n2c(-c3cccs3)n[nH]c2=S)c1	2	-39	24	0.2	0	0.7	7	-21	8
COc1ccccc1N(Cc1cc(=O)[nH]c2ccccc12)C(=O)c1ccc([N+](=O)[O-])cc1	2	-6	3	0.2	0	1.9	5	-6	2
O=C(c1cc(COc2cccc(C(F)(F)F)c2)on1)N1CCc2ccccc2C1	1	5	4	0.5	0	-0.2	-5	2	2
CCOC(=O)N1CCN(C(=O)CN(Cc2ccc(Cl)cc2)S(=O)(=O)c2ccc(C)cc2)CC1	4	1	10	-1.8	2	1.8	5	-4	0
Cn1c(N)c(C(=O)CCl)c(=O)n(C)c1=O	0	5	7	-0.2	0	0.8	-3	-1	0
CN1/C(=C\C(=O)COC(=O)c2ccco2)C(C)(C)c2ccccc21	-2	5	-112	0.0	9	2.2	-3	-4	-10
COc1ccccc1C(=O)OCC(=O)N1CCC(Cc2ccccc2)CC1	0	-6	5	0.3	2	/	/	-11	2
COc1cc(C(=O)NCC(=O)N/N=C(/C)c2ccc3c(c2)CCCC3)cc(OC)c1OC	5	-2	-2	0.0	0	-0.2	1	7	-3
N#C/C(=C\c1cn(Cc2cccc(F)c2)c2ccccc12)C(=O)NCc1ccco1	0	5	10	0.3	0	-3.1	-4	4	0
COc1cccc(/C=N/n2c(-c3ccco3)nc3ccccc3c2=O)c1OC	-1	7	2	0.1	1	0.7	-2	7	1
S=C(NCc1ccccc1)Nc1cccc2ccccc12	-3	3	-2	-0.1	3	-0.2	4	2	9
Cc1cc(OC(=O)N2CCCCC2)cc(C)c1Cl	-8	12	-3	-0.1	1	2.0	1	7	3
Cc1cc(Cl)ccc1NC(=S)NCc1ccco1	5	6	11	-0.4	0	2.7	4	19	2
CC(=O)COc1nc2c(c(-c3ccco3)c1C#N)CCc1ccccc1-2	6	16	-1	0.1	3	-1.4	-5	14	7
O=C(NC1CCCCCC1)C(=S)NC1CCCCC1	-6	0	-2	-0.1	2	0.1	3	5	2
O=C(O)c1cc(-c2cccs2)nn1-c1ccccc1	1	6	15	-0.1	0	0.6	8	3	-3
Cc1ccc(-c2ccccc2NC(=O)C2C3C=CC(C3)C2C(=O)O)o1 (stereo not given)	10	11	-30	0.1	2	-0.6	2	12	-1
O=C(c1ccccn1)N1CCN(S(=O)(=O)c2ccc3ccccc3c2)CC1	-4	6	0	-0.1	0	0.5	3	-4	2
Cc1ccccc1NC(=S)NCCc1ccccc1	3	4	18	-0.1	1	-2.7	3	8	-3

The last 2 compounds of the section before come first, to join the parts:
SMILES	GLD-1 TGE inh	Bcl-xL primary	VLA-4 inh	Efflux pump mplx	GRK2 aptamer HTS	MEX-5 binding	Fam108B inh	MCL1-BIM inh	PME-1 inh
O=C(c1ccccn1)N1CCN(S(=O)(=O)c2ccc3ccccc3c2)CC1	-4	6	0	-0.1	0	0.5	3	-4	2
Cc1ccccc1NC(=S)NCCc1ccccc1	3	4	18	-0.1	1	-2.7	3	8	-3
O=P(O)(O)C(O)C(F)(F)C(F)(F)C(F)(F)C(F)F (stereo not given)	2	6	11	-0.1	0	3.3	2	9	0
CC(C)C(NC(=O)c1c(F)cccc1F)C(=O)NC1CC(C)(C)NC(C)(C)C1 (stereo not given)	7	-2	-2	0.0	1	-2.7	1	1	6
O=C1CCCN1CCCNS(=O)(=O)c1ccc(F)cc1F	4	4	22	0.0	2	-2.8	-3	1	1
N#Cc1ccc2nc3c(nc2c1)CCCC3	1	4	13	-0.1	0	-0.7	-1	0	0
C=CCN(CC=C)Cc1ccc(C(=O)OC)o1	-3	-2	-2	0.3	1	0.0	-2	5	1
CCCOc1ccc(C=Nc2ccc(OC)c(S(=O)(=O)N3CCOCC3)c2)c(O)c1	-2	4	0	-0.3	0	/	/	3	-1
COc1ccccc1OCC(=O)NCCS(=O)(=O)N1CCN(c2ccccc2)CC1	1	7	4	0.0	4	-2.2	4	-1	2
Cc1ccn2cc(C(=O)NC3CCN(Cc4ccccc4)CC3)nc2c1	-3	7	-7	-0.1	0	0.8	9	7	-1
O=S(=O)(c1ccccc1)C1CON(Cc2ccccc2)C1c1ccccc1 (stereo not given)	8	4	-4	-0.1	0	-3.7	-3	-1	-5
CC(=N[C@@H]1CCCC[C@H]1N=C(C)c1ccccc1O)c1ccccc1O	-1	-5	5	-0.1	0	-1.5	2	6	10
COc1ccc(NC(=O)CNC(=O)c2nn(-c3ccc(OC)c(OC)c3)c(=O)c3ccccc23)c(OC)c1	-15	-6	-6	-0.1	0	1.8	-2	-3	-1
Cn1c(SCC(=O)Nc2ccc(NC(=O)c3ccccc3F)cc2)nnc1-c1ccncc1	7	2	-1	-0.2	0	-1.2	1	1	4
CCOC(=O)c1cc(-c2csc(Nc3c(C)cc(C)cc3C)n2)on1	1	2	13	-0.1	0	/	-2	7	-3
COCCNC(=O)C(c1cccs1)N(C(=O)Cn1nnc2ccccc21)c1ccc(OC)cc1 (stereo not given)	-5	5	13	0.3	5	0.9	1	4	-4
COc1ccc(CCN2C(=S)N(C)C(=O)C2CC(=O)Nc2ccc(F)cc2)cc1 (stereo not given)	61*	5	-3	-0.1	0	-3.6	0	7	-12
O=C1C=C(NCc2ccco2)CC(c2ccc(Cl)cc2)C1 (stereo not given)	2	5	6	0.0	86*	-4.9	2	2	-2
COc1ccc(OCCC(=O)N2CCOCC2)cc1	2	5	0	0.0	1	-1.2	-6	4	-3
COC(=O)CSc1[nH]c2ccc(Br)cc2c1[N+](=O)[O-]	-2	6	20	-0.3	0	-1.4	-3	12	4
O=C(c1ccc(CNS(=O)(=O)c2ccc(Br)cc2)cc1)N1CCCCC1	3	2	-1	-0.1	0	3.8	-2	1	9
CCOc1ccc(OCC)c(NC(=O)CCSCCc2ccccn2)c1	2	6	-4	-0.1	0	-1.5	-1	4	7
Cc1csc(NC(=O)c2ccc(COc3ccccc3)o2)n1	0	9	2	0.7	0	-1.6	-5	5	2
CN(C)c1nc(N)c([N+](=O)[O-])c(NCCO)n1	-3	2	22	0.1	2	0.8	-1	1	0
N/C(=N\OC(=O)CCC1CCCC1)c1cccc([N+](=O)[O-])c1	-2	4	-7	0.1	1	/	6	2	-1
CC(C)N(C(=O)COC(=O)c1ccccc1C(=O)N1CCN(c2ccc(F)cc2)CC1)C(C)C	7	11	14	0.1	0	-0.5	-1	11	3
CN1C(=O)Cc2cc(S(=O)(=O)N3CCN(c4ccccc4F)CC3)ccc21	-17	-6	-4	0.3	4	2.8	-9	-22	-9
More structures.
SMILES	GLD-1 TGE inh	Bcl-xL primary	VLA-4 inh	Efflux pump mplx	GRK2 aptamer HTS	MEX-5 binding	Fam108B inh	MCL1-BIM inh	PME-1 inh
COc1ccc(C(=O)NC2CC2)cc1OC1CCN(Cc2ccc(F)c(F)c2)CC1	7	2	5	0.0	0	/	1	3	1
COc1ccccc1N1CCN(C(=O)C2CCCN(S(=O)(=O)c3ccc4c(c3)CCCN4C(C)=O)C2)CC1 (stereo not given)	6	1	-12	0.1	5	0.6	0	7	-7
COc1ccc(N(CC(=O)NCc2ccc(Cl)cc2)S(=O)(=O)c2c(C)nn(C)c2C)cc1	-1	-6	6	0.0	0	0.5	1	-5	2
COc1ccccc1OCCSc1nc(C)c(Cc2ccccc2)c(=O)[nH]1	4	1	3	-0.1	0	-1.6	-2	4	1
CC1CC(CC(=O)NNc2nc(-c3ccccc3)cs2)C(=O)O1 (stereo not given)	3	-5	-6	-0.1	2	-0.9	-1	0	6
COc1ccc(S(=O)(=O)NC(C)C(=O)Nc2cccc(C(C)=O)c2)cc1 (stereo not given)	4	5	-3	0.0	0	-2.1	-5	4	-1
c1ccc([C@H]2CC3C[C@@H](c4ccccc4)N2O3)cc1	0	0	2	-0.1	0	/	-1	-3	-7
O=S(=O)(NCc1ccccc1F)c1cccc(S(=O)(=O)N2CCOCC2)c1	10	0	3	-0.1	0	-1.7	1	-2	1
COC(=O)C1(CC2CC(c3ccccc3)=NO2)CCN(C(=O)OC(C)(C)C)CC1 (stereo not given)	6	-1	-2	-0.1	0	-2.4	7	-7	0
COc1ccc(NC(=O)CN(C)CC(=O)Nc2cccc(C(F)(F)F)c2)cc1	-1	4	-1	0.0	0	0.7	0	-1	-1
Cc1cc(F)ccc1S(=O)(=O)N1CCCOC1CNC(=O)C(=O)NCC(C)C (stereo not given)	0	2	8	0.1	2	1.4	-2	-5	6
COC(=O)c1ccnc(/C=N/O)c1	-39	-28	4	-0.1	2	-1.2	-2	-52	1
COc1ccc(C(=O)C(CN2CCCC2)c2ccccc2)cc1 (stereo not given)	0	2	16	-0.1	0	-0.1	-3	0	-2
CCOc1cc(C)nc(N2CCC(C(=O)Nc3ccccc3OCC)CC2)n1	6	4	-6	0.0	5	-1.0	-1	6	-1
CC1=CS(=O)(=O)CC1Sc1ncn[nH]1 (stereo not given)	5	5	3	0.0	2	-0.6	4	3	-2
CC(=O)NC(=S)Nc1ccc(NC(=O)c2cccnc2)cc1	4	2	1	0.0	3	-0.1	-1	7	5
Cc1cccc(-n2c(-c3ccncc3)n[nH]c2=S)c1C	-2	-22	-8	-0.1	1	-2.9	-1	-22	0
CN(C)c1nc(NCc2ccccc2)nc(SCC(=O)Nc2ccc(Cl)c(Cl)c2)n1	7	-1	9	0.0	0	2.1	-39	3	-46
Cn1cc(P(=S)(N2CCOCC2)N2CCOCC2)cc1P(=S)(N1CCOCC1)N1CCOCC1	2	-7	-5	0.0	4	1.2	-2	-18	2
COc1ccccc1-c1nc(-c2ccc(C)nc2OC)no1	-4	2	-1	0.0	0	-2.9	0	-7	-2
CSc1ccc(S(=O)(=O)N2CCC(C(=O)Nc3ccc(C(N)=O)cc3)CC2)cc1	2	1	-13	-0.2	0	0.1	-3	1	-5
Cc1ccc(N(CC(=O)NCc2ccc3c(c2)OCO3)S(=O)(=O)c2c(C)noc2C)cc1	0	1	8	0.3	1	3.2	3	12	5
CC1(C)Cc2nc3sc4c(N(CCO)CCO)nnnc4c3cc2CO1	6	11	39	0.0	0	-0.2	-2	3	4
O=C(CN1CCCCC1)Nc1nc(-c2ccc(F)c(F)c2)cs1	-2	-3	-11	-0.2	3	-1.2	-5	-7	-2
COc1ccc(NC(=S)N(CCCN2CCOCC2)Cc2ccccn2)cc1	0	2	-1	0.0	0	1.1	0	4	-2
COc1ccc(CN(CC(=O)NCC2CCCO2)C(=O)CNS(=O)(=O)c2ccccc2)cc1 (stereo not given)	-2	8	-11	0.1	0	0.8	-2	7	1
